# Diaphorase inh = diaphorase inhibitors and chemical oxidizers, primary screen, counter-screen for diaphorase-coupled primary assays, biochemical, uHTS, resorufin fluorescence; 190,000 tested, 0.69% active; inhibition, % at 20 µM; diaphorase resazurin-to-resorufin fluorescence, NADH, 16 min; bacterial (C. kluyveri) enzyme, not human;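 active = primary screen inhibition at 20 µM above a set limit, cut at about 50% in these data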;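 note: plate controls were DMSO with full reaction for no effect and wells lacking NADH for full effect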
#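 System: Diaphorase enzyme from Clostridium kluyveri | Amount: Enzyme working solution with 0.14 U/mL diaphorase | Benchmarks: No-NADH positive control and DMSO neutral control | Signal: Fluorescence of resorufin formed from resazurin, Ex 544/Em 590 nm | Schedule: 16-min room-temperature incubation before reading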
# Redox H2O2 prof = compounds producing H2O2 with reducing agent – biochemical, NIH compound library profiling, artefact control for MLSCN library redox annotation, primary screen | DTT-dependent redox cycling H2O2, phenol red/HRP absorbance; 100% = 100 µM peroxide control, 0% = buffer | activation, % at 10 µM | 200,000 tested, 0.03% active;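 active = activation of at least 50% relative to the plate's high and low controls in the primary single-dose screen; inactive = activation below 50%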;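 note: compound incubated with DTT at 0.8 mM final as the reducing agent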
# RAM inhibit = inhibitors of the yeast RAM network, primary screen, dse1pr::URA3 reporter, 5-FOA selection; S. cerevisiae dse1pr::URA3 reporter, 5-FOA growth OD615, 2 d; analog-sensitive cbk1-as2 kinase mutant strain; 190,000 tested, 1.8% active; inhibition, % at 50 µM;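 active = inhibition above a set limit, 3 SD over mean compound inhibition, cut at about 8.4% in these data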;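 note: 0% = DMSO-only wells with no growth and 100% = 10 µM 1-NA-PP1 full growth; inhibition rescues growth on 5-FOA so higher OD means more RAM inhibition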
# Hsp70 activator = Hsp70 transcriptional activators, primary screen, cell-based, HeLa, Hsp70 promoter luciferase, luminescence, 10 µM | HeLa Hsp70 promoter luciferase reporter; scaled: vehicle 0, proteasome-inhibitor control 100% | activation, % at 10 µM | 200,000 tested, 0.04% active;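 active = activation above the mean across all tested compounds plus 3 SD, cutoff set per campaign, cut at about 5.5% in these data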;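 note: 100% = MG132 at 30 µM as the positive control and 0% = DMSO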
# TLR4-MyD88 BLA = inhibitors of TLR4-MyD88 association in cells, primary screen, cell-based, HeLa CL3-4, BLA complementation, FRET ratio. inhibition, % at 8.4 µM. HeLa CL3-4 TLR4/MyD88 BLA complementation. Toll-like receptor 4 (Homo sapiens) + Myeloid differentiation primary response protein …. 200,000 tested, 0.18% active. AID 861, 2007; in the data active = inhibition above about 25%;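 note: 0% = vehicle and 100% = reference inhibitor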
# Lmaj promast = Leishmania major promastigote growth inhibition, primary screen | Leishmania major promastigotes, resazurin fluorescence viability | inhibition, % at 10 µM | 200,000 tested, 9% active;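 note: promastigotes grown with compound for 44 hours at 28 °C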
# PMI act = activators of human PMI, primary screen, biochemical, fluorescence intensity, near-Km mannose 6-phosphate; Mannose-6-phosphate isomerase (Homo sapiens), P34949; purified human PMI, coupled resazurin fluorescence, 20 min; hits give high values; 1 = vehicle control, 0 substrate-free wells; activation factor at 20 µM; 190,000 tested, 0.005% active;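 active = activation factor of 2 or more at 20 µM, relative to plate controls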
# Target sequence (P34949 whole entry, looked up): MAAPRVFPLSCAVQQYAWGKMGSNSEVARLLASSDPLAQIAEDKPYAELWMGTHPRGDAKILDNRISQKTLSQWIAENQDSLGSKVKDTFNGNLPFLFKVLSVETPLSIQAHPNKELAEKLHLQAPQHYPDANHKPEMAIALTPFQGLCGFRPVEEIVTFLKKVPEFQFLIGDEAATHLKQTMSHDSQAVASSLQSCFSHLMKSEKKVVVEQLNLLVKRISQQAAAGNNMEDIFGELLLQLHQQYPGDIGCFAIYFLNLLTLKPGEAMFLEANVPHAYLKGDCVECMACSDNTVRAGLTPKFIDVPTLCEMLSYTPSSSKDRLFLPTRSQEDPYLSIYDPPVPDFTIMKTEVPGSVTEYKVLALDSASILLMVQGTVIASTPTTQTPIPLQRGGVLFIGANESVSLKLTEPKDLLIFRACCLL
# Diaphorase act = compounds boosting diaphorase resazurin reduction – biochemical, uHTS, resorufin fluorescence, counter-screen for diaphorase-coupled primary assays, primary screen | 190,000 tested, 0.005% active | Diaphorase/resazurin coupled assay, 16 min; hits give high values; 1 = vehicle wells, 0 = NADH-free wells | activation factor at 20 µM | AID 1229, 2008;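 active = diaphorase activity raised at least twofold by the compound at 20 µM; inactive = activation factor below 2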
#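 System – purified diaphorase enzyme from Clostridium kluyveri · Input – enzyme 0.07 U/mL final · Also added – final NADH 0.114 mM, resazurin 0.1 mM · Measured by – fluorescence of resorufin, 544 nm excitation, 590 nm emission · Timing – 16 min enzyme reaction, ambient temperature · Measure – resorufin increase flagging diaphorase activators or reducers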
# G6PDH counter = L. mesenteroides G6PDH inhibitors, counter-screen for G6PDH-coupled screening assays, biochemical, Leuconostoc mesenteroides enzyme | Purified L. mesenteroides G6PDH, diaphorase/resazurin coupled fluorescence, 45 min | inhibition, % at 5 µM | 200,000 tested, 0.12% active | AID 1020, 2008
# PMI act satM6P = human PMI activators, high substrate, primary screen, biochemical, fluorescence intensity, near-saturating mannose 6-phosphate; 190,000 tested, 0.34% active; coupled PMI enzyme assay, resazurin fluorescence, 20 min; hits give high values; 1 = untreated enzyme, 0 = substrate-free blank; Mannose-6-phosphate isomerase (Homo sapiens), P34949; activation factor at 20 µM; AID 1216, 2008;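 active = activation factor of 2 or more at 20 µM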
#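 Material: human phosphomannose isomerase with PGI, G6PDH, diaphorase coupling enzymes; amount: PMI at 15 ng/mL final; also added: Mannose-6-phosphate 1.0 mM (near-saturating) plus 0.22 mM NADP+; incubation: enzyme reaction with compound 20 min at room temperature; signal: resorufin fluorescence (Ex 544/Em 590 nm) from resazurin via diaphorase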
# S1P3 antag = S1P3 receptor antagonists, primary screen, cell-based | CHO S1P3 NFAT-BLA reporter, FRET fluorescence, antagonist mode | inhibition, % at 4.98 µM | 170,000 tested, 0.27% active | AID 485, 2006;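 active = inhibition above the plate cutoff, the mean inhibition of test wells on that plate plus 3 SD, cut at about 28% in these data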;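 note: cells challenged with S1P at its EC80 of 0.8 µM; blue over green emission ratio from cleaved BLA substrate after 4 h stimulation; 0% = S1P-stimulated wells and 100% = unstimulated DMSO-only wells; some compounds past the cut are filed as inactive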
# Target sequence (Q99500 whole entry, looked up): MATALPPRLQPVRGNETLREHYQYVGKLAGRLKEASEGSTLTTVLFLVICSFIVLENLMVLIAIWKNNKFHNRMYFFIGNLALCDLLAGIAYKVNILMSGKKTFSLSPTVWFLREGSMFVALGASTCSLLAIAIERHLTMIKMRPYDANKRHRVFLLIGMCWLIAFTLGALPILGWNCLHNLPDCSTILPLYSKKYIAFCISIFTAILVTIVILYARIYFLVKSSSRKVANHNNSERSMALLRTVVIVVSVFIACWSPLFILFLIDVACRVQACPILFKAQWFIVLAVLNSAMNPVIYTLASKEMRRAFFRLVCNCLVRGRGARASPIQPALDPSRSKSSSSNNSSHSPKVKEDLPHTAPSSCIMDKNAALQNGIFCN
# * = called active by the depositor; / = no result given. Cut-off read from the data, not from the text of the source, unless noted: active = inhibition above about 50%; inactive = the rest.
SMILES,Diaphorase inh,Redox H2O2 prof,RAM inhibit,Hsp70 activator,TLR4-MyD88 BLA,Lmaj promast,PMI act,Diaphorase act,G6PDH counter,PMI act satM6P,S1P3 antag
CCCOc1ccc(N2C(=O)CC(N3CCC(O)(c4cccc(C(F)(F)F)c4)CC3)C2=O)cc1 (stereo not drawn),22,2.8,1.3,-0.2,2,-2,0.9,0.8,-1,0.9,-8
Cc1ccc(/C=N/NC(=O)C(=O)N/N=C/c2ccc(C)o2)o1,10,0.8,2.2,-0.2,-5,16,1.1,0.9,6,1.1,-17
O=C(COC(=O)C12CC3CC(CC(C3)C1)C2)NCc1ccco1,16,0.5,1.2,-0.1,-7,-15,1,0.8,-12,1,/
COc1cc2nc(C3CCC3)n(NC(=O)C3CCC(OC)CC3)c(=O)c2cc1OC (stereo not drawn),10,0.2,0.3,-0.2,-5,-3,1,0.9,1,1,9
CCOC(=O)C1CCN(CC(=O)c2c(C)[nH]c3ccccc23)CC1,9,0.7,-0.9,0.1,9,-2,0.7,0.9,2,0.7,-10
COc1ccc(-c2cc(-c3cccs3)c(C#N)c(SCC(=O)NCc3ccccc3OC)n2)cc1,-20,3.7,1.5,-0.4,11,91*,1.1,1.2,-5,1.2,/
CCn1c(C)c(C(C)=O)c(N2CCN(c3ccc(F)cc3)CC2)nc1=S,27,-3.2,-0.9,0.0,-3,-1,1.1,0.7,11,1.1,/
CN1CCN(C2=Nc3cc(F)ccc3Cc3ccccc32)CC1,-54,/,/,-0.2,/,/,1,1.5,-7,1,-11
COc1ccc2nc(NC(=O)CCNC(=O)c3ccccc3Cl)sc2c1,8,-0.7,0.6,0.4,-1,4,1.1,0.9,8,1.1,-12
Nc1c2c(nc3ccccc13)CCCC2,2,0.0,0.8,-0.2,1,36,1.1,1,7,1.1,0
C[C@@H]1NC(=O)c2cc([N+](=O)[O-])cc(I)c2NCC[C@@H](C(N)=O)NC(=O)[C@H](CC(N)=O)NC1=O,13,0.4,-0.1,-0.1,-6,-3,1.2,0.9,10,1.1,-6
COc1cccc(CNS(=O)(=O)c2cc(Br)cc3c2N(C(C)=O)C(C)C3)c1 (stereo not drawn),3,0.1,-0.8,0.1,-5,5,1.1,1,10,1.1,/
COc1cc(/C=C/C(=O)Nc2ccc(C)cc2)cc(OC)c1OC,18,-0.3,0.3,0.2,9,5,1,0.8,5,1,23
COc1ccccc1NCCC(=O)OCC(=O)NC1CC1,0,0.9,-0.4,-0.4,6,-5,0.8,1,1,0.8,6
CC(C)NC(=O)CN1CCN(Cc2nc(-c3cccs3)no2)CC1,12,-1.5,0.1,0.1,3,-2,1,0.9,15,1.1,9
CCc1cc(-c2n[nH]c(C)c2-c2nc3ccccc3n2C)c(O)c(CN2CCN(C)CC2)c1O,11,1.4,-0.5,-0.2,0,1,0.9,0.9,15,1,-7
COc1ccc(-c2coc3c(CN4CCCCC4)c(O)c(CN4CCCCC4)c(O)c3c2=O)cc1,-39,-0.5,2.3,-0.1,13,-3,1.1,1.4,-12,1.1,-25
CC(C)[C@H](NC(=O)c1ccccc1)C(=O)OCC(=O)NCCC1=CCCCC1,9,0.1,-1.1,-0.1,12,59*,1.1,0.9,10,1.1,9
O=S(=O)(c1cccc(-c2cn3cccnc3n2)c1)N1CCCCCC1,43,0.3,1.1,-0.2,2,8,1.1,0.6,-3,1.1,2
COC(=O)c1ccc(CSc2nc3c(cnn3-c3ccc(C)c(C)c3)c(=O)[nH]2)o1,6,-4.0,4.2,-0.2,6,-1,1.1,0.9,2,1.1,9
Cc1ccccc1Nc1nc(CSc2nnc(-c3ccoc3C)n2C)cs1,14,2.5,0.8,-0.3,5,13,0.9,0.9,4,0.9,-16
CCN1CCN(CC(=O)c2ccc(OC)cc2)CC1,1,-0.4,-0.2,0.1,1,-1,1.4,1,6,1.3,-16
COc1ccccc1Oc1c(C)oc2c(CN3CCN(C)CC3)c(O)ccc2c1=O,19,-0.7,0.8,-0.4,-1,21,0.9,0.8,6,1,-9
CCOC(=O)Nc1n[nH]c(NC(=O)OCC)c1[N+](=O)[O-],5,-0.3,0.8,-0.1,8,-9,0.9,0.9,8,0.9,2
COC(=O)c1cnn(-c2cc(Oc3ccccc3)ncn2)c1N,14,-3.0,2.6,-0.2,-4,-2,0.9,0.9,9,0.9,/
Cc1[nH]c2ccccc2c1C(=O)COC(=O)c1c(-c2c(F)cccc2Cl)noc1C,19,0.4,4.4,-0.6,-6,50,0.8,0.8,-9,0.9,-18
COc1cccc(-n2nc(-c3ccnn3-c3ccc(C)cc3)c(=O)n(C)c2=O)c1,15,0.1,2.8,-0.2,6,9,0.9,0.9,3,0.9,/
COc1ccc(OCCC(=O)Nc2cc(C)on2)cc1,3,1.0,1.4,-0.3,16,5,1,1,-1,0.9,-4
CCOC(=O)C1=C(CC)Nc2ccccc2N/C1=N\S(=O)(=O)c1ccc2ccccc2c1,28,-0.1,6.9,-0.1,-12,6,0.8,0.7,1,0.9,11
COc1ccc(CCC(=O)NCCc2nc3ccccc3[nH]2)cc1,9,0.4,-0.7,-0.2,-7,5,1,0.9,-4,1,-8
Cc1cccc(NC(=O)CSc2nnc(CNC(=O)c3ccc(S(=O)(=O)N(C)C)cc3)n2-c2cccc(C)c2)c1,3,0.6,3.0,-0.3,4,72*,1,1,11,1,-11
CC(C)N(Cc1nc(-c2ccccc2)no1)C(=O)CSc1ccccc1,16,-0.4,5.7,-0.2,10,3,0.9,0.8,3,0.9,-25
Cc1cc(C)n(-c2c(F)c(F)c(CO)c(F)c2F)n1,18,0.2,-0.3,-0.4,-7,4,0.9,0.8,9,1.2,/
CC12CCC(C/C1=N/NC(=O)COc1ccccc1Cl)C2(C)C (stereo not drawn),4,-0.4,2.0,-0.2,3,24,1,1,4,0.9,-11
CC(C)N(Cc1nc(-c2ccc3c(c2)OCO3)no1)Cc1nccn1C,21,-0.3,1.3,-0.1,-1,4,0.9,0.8,5,0.9,-4
CCOc1c(O)ccc(C2NC(=O)N(C)C(C)=C2C(=O)OC)c1[N+](=O)[O-] (stereo not drawn),35,-1.1,2.0,0.8,10,-5,0.7,0.6,1,0.4,1

# Single entries from the entries so far:
# COc1cc(/C=C/C(=O)Nc2ccc(C)cc2)cc(OC)c1OC in S1P3 antag reads 23
# C[C@@H]1NC(=O)c2cc([N+](=O)[O-])cc(I)c2NCC[C@@H](C(N)=O)NC(=O)[C@H](CC(N)=O)NC1=O in S1P3 antag reads -6

# Remaining list, next part.
SMILES,Diaphorase inh,Redox H2O2 prof,RAM inhibit,Hsp70 activator,TLR4-MyD88 BLA,Lmaj promast,PMI act,Diaphorase act,G6PDH counter,PMI act satM6P,S1P3 antag
COc1ccc(Nc2ncc3c(n2)CC(c2ccc(C)cc2)CC3=O)cc1 (stereo not drawn),-2,-3.2,1.8,-0.1,-21,17,0.9,1,3,0.9,/
Cc1ccc(/C=N/Nc2ccc(C(=O)O)cc2)o1,8,-1.2,1.7,-0.3,-3,-9,1.1,0.9,7,1.1,5
Fc1ccccc1Cc1ccc(Cl)nn1,25,-0.5,0.1,-0.2,-6,-4,1,0.8,10,0.9,-14
C=CCOc1nc2c(c(=O)n(C)c(=O)n2C)n1Cc1ccc(Cl)cc1Cl,20,-0.2,2.0,-0.2,-7,3,0.8,0.8,-7,0.9,/
COc1ccc(C2NC(=O)c3ccccc3N2)cc1OC (stereo not drawn),16,5.6,-0.6,-0.1,9,-3,1.1,0.8,6,1.1,/
O=C(COc1ccc([N+](=O)[O-])cc1)Nc1ccc(CN2CCOCC2)cc1,-1,-1.5,0.6,-0.2,5,63*,1,1,1,1.1,8
C=CCNC(=O)COC(=O)c1ccc(Cl)c(S(N)(=O)=O)c1,5,0.3,0.0,-0.1,7,-5,1.1,0.9,2,1.1,-16
NS(=O)(=O)c1ccc(NS(=O)(=O)c2ccc(NC(=O)c3ccc(-c4ccccc4)cc3)cc2)cc1,5,2.1,7.4,-0.1,-7,-6,1,0.9,2,1,/
CCCC12CN(C(=O)c3ccc(OC)cc3)CC(C)(CN(C(=O)c3ccc(OC)cc3)C1)C2=O,18,-0.4,0.6,-0.1,-6,11,0.8,0.8,-3,0.9,-28
CC(C(=O)OCC(=O)Nc1ccc(S(=O)(=O)N2CCCCC2)cc1)N1C(=O)c2ccccc2C1=O (stereo not drawn),15,-1.5,1.4,-0.4,9,-1,0.9,0.8,15,0.9,/
COc1cc2c(cc1OC)C(C(=O)NCc1ccco1)C(c1cccs1)N(C)C2=O (stereo not drawn),-3,0.1,0.1,-0.2,14,-4,1,1,5,1.1,-2
O=C(Nc1ccccc1N1CCOCC1)c1ccc([N+](=O)[O-])cc1,4,0.6,-0.9,-0.2,-2,-5,1,1,7,1,/
Cc1ccccc1NC(C)C(=O)N/N=C/c1c[nH]c2ccccc12 (stereo not drawn),12,-0.2,3.8,0.1,15,16,1,0.9,-2,1,-5
CCC(C)N=C1CC(C)(C)CC(=O)/C1=C(/O)Cc1ccccc1 (stereo not drawn),8,-0.2,1.7,-0.3,3,-1,0.9,0.9,9,0.9,-11
Cc1ccc(/C(O)=C2\C(=O)C(=O)N(c3cc(C)on3)C2c2cccc(Br)c2)cc1 (stereo not drawn),-12,0.1,4.7,-0.1,-6,-4,1.2,1.1,14,1.3,-2
O=C1OCc2cc(NC(=O)C34CC5CC(CC(C5)C3)C4)ccc21,9,2.4,0.1,0.0,8,12,1,0.9,-5,0.9,/
C/C(=N\NC(=O)c1cccc(S(=O)(=O)Nc2ccccc2Cl)c1)c1ccco1,0,-0.5,1.4,-0.4,-2,35,1.1,1,13,1.1,-3

# Source: PubChem BioAssay (several laboratories)
